C diff HTS: blocks growth of Clostridium difficile; 86,000 compounds, 0.25% hits; growth activity, negative = inhibition, % at 16 µg/mL (by protocol); Clostridium difficile clinical isolate growth, OD600, 24 h; active compounds read low; AID 1259249;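 active = mean growth activity at or below -80% and every replicate also at or below -80%; inconclusive = mean at or below -80% but some replicate above -80%; inactive = mean growth activity above -80%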;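 note: 0% = DMSO wells and -100% = levofloxacin 16 µg/mL wells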
Pf Dd2 growth: P. falciparum Dd2 growth inhibition; 94,000 compounds, 2.3% hits; SYBR Green, 72 h; active compounds read low; activity change, % at 10 µM; in the data active = activity change below about -80%; inconclusive = no clear call, values can overlap the other calls
Tcruzi prolif: T. cruzi proliferation inhibition | T. cruzi beta-gal in NIH3T3, GalScreen luminescence, 90 h | inhibition, % at 8.34 µM | 77,000 compounds, 5.9% hits | AID 624255;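 active = mean inhibition above about 93%, with at least 55% of replicates each passing it, limit read from the data, passing the limit was not always enough; inconclusive = only one of those two conditions holds; inactive = neither condition holds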
GASC1 inh: KDM4C (human) demethylase inhibition | inhibition, % at 12.5 µM | GST-KDM4C 2-372, H3K9me3 peptide, LANCE TR-FRET | 96,000 compounds, 0.15% hits;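 active = mean replicate inhibition above about 25%, with at least 55% of replicates also reaching it, limit read from the data, passing the limit was not always enough; inconclusive = only one of those two conditions met; inactive = neither condition met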
Target sequence (Q9H3R0 2-372 limits assumed): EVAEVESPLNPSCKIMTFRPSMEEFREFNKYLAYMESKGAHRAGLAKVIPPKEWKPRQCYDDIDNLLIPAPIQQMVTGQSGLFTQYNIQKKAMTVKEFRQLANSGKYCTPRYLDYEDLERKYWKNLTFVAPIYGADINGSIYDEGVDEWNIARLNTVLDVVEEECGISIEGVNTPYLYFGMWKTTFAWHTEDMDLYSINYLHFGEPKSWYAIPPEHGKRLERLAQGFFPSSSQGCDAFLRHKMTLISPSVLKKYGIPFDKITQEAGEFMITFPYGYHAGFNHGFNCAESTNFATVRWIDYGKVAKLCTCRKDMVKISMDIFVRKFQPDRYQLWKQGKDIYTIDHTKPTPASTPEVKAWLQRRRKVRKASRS
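Material: GST-tagged GASC-1 (JMJD2C) catalytic fragment, aa 2-372 / Quantity: enzyme final amount 10 nM / Medium: HEPES buffer, pH 7.5, plus ascorbate / Doses: one test concentration per compound / Incubation: 30 min reaction, 60 min detection, RT / Measured by: LANCE TR-FRET / Read-out: inhibition from TR-FRET ratio decrease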
* hit, by the source's call; u = inconclusive; x = not tested or not shown; & = joins results of further samples.

Short keys: A = C diff HTS; B = Pf Dd2 growth; C = Tcruzi prolif; D = GASC1 inh
CCCNC(=O)N1[C@@H](CO)[C@H](c2ccccc2)C12CN(C(=O)c1cccnc1)C2
  A: -3; B: 4; C: x; D: x
CN(C)C(=O)c1cccc(-c2ccc3c(c2)[C@@H]2[C@@H](CCN2C(=O)c2cnccn2)[C@H](CO)N3)c1
  A: 3; B: -10; C: 105*; D: -0.2
COc1ccc2c3c(n(C)c2c1)[C@H](CO)NCC31CCN(C(=O)Nc2ccccc2F)CC1
  A: -2; B: -80; C: x; D: 0.8
CN(C)CC(=O)Nc1ccc2c(c1)[C@H]1C[C@H](CC(=O)NCc3ccccc3)O[C@@H](CO)[C@H]1O2
  A: x; B: 13; C: 8; D: 1.2
CCNC(=O)C[C@@H]1CC[C@@H](NS(=O)(=O)c2ccc(C)cc2)[C@H](CO)O1
  A: -1; B: 11; C: 0; D: 1.7
CN1CCCCN2[C@H](CO)[C@@H](c3ccc(C#CC4(O)CCCC4)cc3)[C@@H]2C1
  A: 6; B: 23; C: 28; D: 0.3
CC(C)CC#Cc1ccc([C@@H]2[C@@H](CO)N3C(=O)CN(C(=O)c4cnccn4)C[C@@H]23)cc1
  A: -2; B: -8; C: x; D: -0.7
O=C(C[C@@H]1CC[C@@H](NS(=O)(=O)c2ccc(F)cc2)[C@@H](CO)O1)NCc1ccncn1
  A: 2; B: 19; C: 7; D: 0.6
COc1ccc(S(=O)(=O)N(C)C[C@@H]2Oc3c(NC(=O)Nc4ccc(F)cc4)cccc3C(=O)N([C@H](C)CO)C[C@H]2C)cc1
  A: x; B: 14; C: 14; D: -1.1
Cc1noc(C)c1NC(=O)Nc1cccc2c1O[C@H](CN(C)S(=O)(=O)c1ccccc1)[C@@H](C)CN([C@@H](C)CO)C2=O
  A: x; B: 16; C: -1; D: -2.6
CCC(=O)Nc1ccc2c(c1)C(=O)N(C)[C@H]1CC[C@@H](CC(=O)NCCc3ccncc3)O[C@H]1CO2
  A: -12; B: 17; C: 36; D: -1.5
CCCC(=O)Nc1ccc2c(c1)C(=O)N(C)C[C@@H](OC)[C@@H](C)CN(Cc1ccc(-c3ccccn3)cc1)[C@@H](C)CO2
  A: x; B: -31; C: x; D: 2.3
CC(=O)N(C)C[C@@H]1Oc2ncc(-c3ccc(C(=O)N(C)C)cc3)cc2C(=O)N([C@@H](C)CO)C[C@H]1C
  A: 0; B: 18; C: -15; D: 2.5
O=C(C[C@@H]1CC[C@@H](NC(=O)c2cccc(F)c2)[C@H](CO)O1)NCCN1CCCC1
  A: x; B: -18; C: 14; D: 0.7
C[C@H](CO)N1C[C@H](C)[C@@H](CN(C)Cc2ccc(-c3ccccc3)cc2)Oc2ccc(NC(=O)Nc3ccccc3)cc2C1=O
  A: 4; B: -4; C: 21; D: 0.0
COCCN(C[C@@H]1N[C@@H](CO)[C@@H]1c1ccc(-c2cccnc2)cc1)C(C)=O
  A: 1; B: 1; C: 59; D: -2.3
C[C@@H]1CN([C@@H](C)CO)C(=O)c2cc(C3=CCCC3)cnc2O[C@@H]1CN(C)C(=O)c1ccccn1
  A: 0; B: 0; C: x; D: 3.3
O=S(=O)(N[C@@H]1CC[C@H](CCn2cc(-c3ccccc3F)nn2)O[C@H]1CO)c1ccc(Cl)cc1
  A: -6; B: -41; C: 23; D: -1.9
CCCNC(=O)N1C[C@@H]2[C@H](c3ccccc31)[C@@H](CO)N2C(=O)Cc1ccccn1
  A: 1; B: 2; C: 6; D: 1.7
C/C=C/c1ccc([C@H]2[C@H]3CN(C(=O)c4ccccc4)CC(=O)N3[C@H]2CO)cc1
  A: -2; B: 3; C: x; D: 0.7
COCC#Cc1cnc2c(c1)C(=O)N([C@@H](C)CO)C[C@@H](C)[C@@H](CN(C)C(=O)C1CC1)O2
  A: x; B: 0; C: -41; D: 1.8
CC(C)NC(=O)N(C)C[C@H]1OCCCC[C@H](C)Oc2ccc(NC(=O)CCCN(C)C)cc2C(=O)N([C@H](C)CO)C[C@@H]1C
  A: 11; B: 28; C: -20; D: 2.4
COc1cccc(CN2[C@@H]3CNC[C@H]2C3c2ccc(-c3cccc(C#N)c3)cc2)c1 (stereo partly specified)
  A: -3&36; B: -68&-38; C: x; D: 0.1&-0.7
CC(C)NC(=O)N1CCCCN2[C@H](C1)[C@H](c1ccc(C#C[C@H](C)O)cc1)[C@@H]2CO
  A: -10; B: 56; C: 19; D: 0.0
COc1ccccc1CNC(=O)C[C@H]1C[C@H]2c3cc(NS(C)(=O)=O)ccc3O[C@H]2[C@H](CO)O1
  A: 0; B: 6; C: 27; D: 1.2
CN1CCN(C(=O)C[C@H]2CC[C@@H](NC(=O)c3ccc4c(c3)OCO4)[C@H](CO)O2)CC1
  A: x; B: -12; C: 14; D: 1.5
C[C@H]1CN([C@@H](C)CO)C(=O)Cc2cc(NC(=O)Nc3ccc(F)cc3)ccc2O[C@H]1CN(C)Cc1ccc(C(=O)Nc2ccccc2N)cc1
  A: 7; B: -83*; C: x; D: -0.5
C[C@@H]1CN([C@@H](C)CO)C(=O)c2cc(NS(=O)(=O)c3ccccc3)ccc2O[C@H]1CN(C)Cc1ccc(Cl)c(Cl)c1
  A: 1; B: 8; C: x; D: -0.4
COCC#Cc1cnc2c(c1)C(=O)N([C@@H](C)CO)C[C@@H](C)[C@@H](CN(C)Cc1ccc3c(c1)OCO3)O2
  A: 2; B: -12; C: x; D: 0.6
O=C(C[C@H]1C[C@H]2c3cc(NS(=O)(=O)c4ccc(F)cc4)ccc3O[C@H]2[C@@H](CO)O1)NCc1cccnc1
  A: -5; B: 41; C: 8; D: -2.1

Not a retest: entries from further up.
Short keys: A = C diff HTS; B = Pf Dd2 growth; C = Tcruzi prolif; D = GASC1 inh
C[C@H]1CN([C@@H](C)CO)C(=O)Cc2cc(NC(=O)Nc3ccc(F)cc3)ccc2O[C@H]1CN(C)Cc1ccc(C(=O)Nc2ccccc2N)cc1
  A: 7; B: -83*; C: x; D: -0.5
C[C@@H]1CN([C@@H](C)CO)C(=O)c2cc(NS(=O)(=O)c3ccccc3)ccc2O[C@H]1CN(C)Cc1ccc(Cl)c(Cl)c1
  A: 1; B: 8; C: x; D: -0.4
COCC#Cc1cnc2c(c1)C(=O)N([C@@H](C)CO)C[C@@H](C)[C@@H](CN(C)Cc1ccc3c(c1)OCO3)O2
  A: 2; B: -12; C: x; D: 0.6
O=C(C[C@H]1C[C@H]2c3cc(NS(=O)(=O)c4ccc(F)cc4)ccc3O[C@H]2[C@@H](CO)O1)NCc1cccnc1
  A: -5; B: 41; C: 8; D: -2.1

Following part.
Short keys: A = C diff HTS; B = Pf Dd2 growth; C = Tcruzi prolif; D = GASC1 inh
COc1ccc(CNC(=O)C[C@@H]2CC[C@H](NC(=O)c3ccc4c(c3)OCO4)[C@@H](CO)O2)cc1
  A: -3; B: -5; C: -4; D: x
COCC(=O)N1[C@H](CO)[C@@H](c2ccccc2-c2ccc(C)cc2)[C@@H]1C#N
  A: 35; B: -53; C: x; D: -1.0
C[C@H](O)C#Cc1ccc([C@H]2[C@@H](CO)N3CCCCN(C(=O)c4ccc5c(c4)OCO5)C[C@H]23)cc1
  A: -2; B: 27; C: 62; D: 0.4
CN1C(=O)c2cc(NC(=O)C3CCCC3)ccc2OC[C@H]2O[C@@H](CC(=O)O)CC[C@H]21
  A: -2; B: 11; C: -24; D: 0.9
CN1CCN(C(=O)C[C@@H]2CC[C@@H]3[C@H](COC[C@H](O)CN3C(=O)Nc3ccc(F)cc3)O2)CC1
  A: 7&3; B: 18; C: 48; D: -0.3
CNC[C@@H]1Oc2c(NC(=O)Nc3ccc(C(F)(F)F)cc3)cccc2C(=O)N([C@@H](C)CO)C[C@@H]1C
  A: 15; B: 0; C: -22; D: -2.0
O=C(N[C@@H]1CC[C@@H](CCNS(=O)(=O)c2ccc(Cl)cc2)O[C@@H]1CO)c1ccccn1
  A: x; B: 0; C: 25; D: -0.5
CC(C)C#Cc1ccc([C@@H]2[C@@H](CO)N3CCCCN(C(=O)c4ccc(F)cc4)C[C@H]23)cc1
  A: 10; B: -17; C: 90; D: -1.3
COc1ccc(CN(C)C[C@@H]2Oc3ccc(NS(=O)(=O)c4c(C)noc4C)cc3CC(=O)N([C@@H](C)CO)C[C@H]2C)cc1
  A: 22; B: -32; C: 85; D: 0.7
O=C(N[C@@H]1CC[C@H](CCn2cc(-c3ccccc3)nn2)O[C@@H]1CO)c1cnccn1
  A: -9; B: -5; C: 26; D: 0.3
C[C@H](CO)N1C[C@H](C)[C@H](CN(C)S(=O)(=O)c2ccccc2)Oc2ccc(NS(=O)(=O)c3cn(C)cn3)cc2C1=O
  A: -1; B: -6; C: -13; D: 0.9
CNC[C@H]1Oc2c(NC(=O)C3CCOCC3)cccc2C(=O)N([C@@H](C)CO)C[C@H]1C
  A: 0; B: 41; C: 41; D: 0.4
Cc1ccc(S(=O)(=O)N(C)C[C@@H]2OCCCC[C@@H](C)Oc3ccc(NS(=O)(=O)c4ccccc4)cc3C(=O)N([C@@H](C)CO)C[C@H]2C)cc1
  A: 3; B: -28; C: 52; D: -0.2
CC(C)NC(=O)Nc1ccc2c(c1)C(=O)N([C@H](C)CO)C[C@H](C)[C@@H](CN(C)C(=O)Nc1ccc(C(F)(F)F)cc1)OCCCC[C@H](C)O2
  A: 2; B: -46; C: 98*; D: -1.8
COc1ccc(S(=O)(=O)Nc2cccc3c2O[C@@H](CN(C)Cc2ccc(Oc4ccccc4)cc2)[C@@H](C)CN([C@@H](C)CO)C3=O)cc1
  A: 10; B: -30; C: 37; D: -3.3
C[C@@H]1CCCCO[C@H](CN(C)Cc2ccc(C(F)(F)F)cc2)[C@@H](C)CN([C@H](C)CO)C(=O)c2cc(N(C)C)ccc2O1
  A: 15; B: -31; C: u; D: -2.0
COc1cccc(CNC(=O)C[C@@H]2CC[C@@H]3[C@@H](COc4ccc(NC(C)=O)cc4C(=O)N3C)O2)c1
  A: -10; B: -4; C: 1; D: -0.1
CCC(=O)Nc1ccc2c(c1)C(=O)N(C)[C@@H]1CC[C@@H](CC(=O)NCc3ccc(OC)cc3)O[C@@H]1CO2
  A: -2; B: 15; C: 33; D: -0.2
CCCNC(=O)N1[C@@H](C#N)[C@H](c2ccc(-c3cccc(OC)c3)cc2)[C@@H]1CO
  A: -9; B: -66; C: 84; D: -2.3
CCC(=O)N(C)C[C@@H]1Oc2cc(C#Cc3ccccn3)ccc2S(=O)(=O)N([C@@H](C)CO)C[C@H]1C
  A: 1; B: x; C: 4; D: -1.2
OC[C@@H]1CC[C@@H]2O[C@H](CCc3ccc(-c4ccc(F)cc4)cc3)[C@@H](n3cc(C4CC4)nn3)C[C@@H]2O1
  A: -2; B: -42; C: x; D: x
CC(C)CC#Cc1ccc([C@@H]2[C@@H](CO)N3CCCCN(S(=O)(=O)c4ccc(F)cc4)C[C@H]23)cc1
  A: 18; B: -67; C: 55; D: -2.0
C[C@H](NC(=O)C[C@@H]1CC[C@H]2[C@@H](COC[C@@H](O)CN2C(=O)Nc2cccc(Cl)c2)O1)c1ccccc1
  A: 43&-10; B: -5; C: 28; D: 0.9
C[C@@H]1CCCCO[C@H](CN(C)C(=O)Cc2ccccc2)[C@@H](C)CN([C@H](C)CO)C(=O)c2cc(NC(=O)CCCN(C)C)ccc2O1
  A: 2; B: x; C: 19; D: 3.4
CO[C@H]1CN(C)C(=O)c2cc(NC(=O)c3cccc(F)c3)ccc2OC[C@H](C)N(C(C)=O)C[C@H]1C
  A: x; B: x; C: 30; D: 0.8
CCC(=O)Nc1ccc2c(c1)C(=O)N(C)[C@@H]1CC[C@H](CC(=O)NC3CCCC3)O[C@@H]1CO2
  A: 5; B: 5; C: -6; D: -2.0
COc1ccccc1C(=O)Nc1ccc2c(c1)C(=O)N(C)[C@H]1CC[C@H](CC(=O)Nc3cc(F)ccc3F)O[C@@H]1CO2
  A: -3; B: -30; C: x; D: -4.5
CC(C)c1cn(CC[C@H]2CC[C@H](NC(=O)C3CCOCC3)[C@@H](CO)O2)nn1
  A: -7; B: 8; C: x; D: -0.3
CCC(=O)Nc1ccc2c(c1)C(=O)N(C)C[C@H](OC)[C@@H](C)CN(C(=O)CC)[C@H](C)CO2
  A: x; B: 10; C: 3; D: -0.8
O=C(C[C@H]1CC[C@H]2[C@@H](COC[C@H](O)CN2Cc2ccccc2F)O1)N[C@@H]1CCN(Cc2ccccc2)C1
  A: x; B: -52; C: 90; D: 0.9
C[C@H](CO)N1C[C@H](C)[C@H](CN(C)Cc2ccncc2)Oc2ccc(NC(=O)CCN3CCOCC3)cc2CC1=O
  A: -6; B: 0; C: -4; D: -0.6
Cc1cccc(-c2ccc([C@H]3[C@H](CO)N4CCCCN(C(=O)c5cccnc5)C[C@@H]34)cc2)c1
  A: -3; B: 27; C: 116*; D: -1.0
C[C@H]1CN([C@@H](C)CO)C(=O)c2cc(NS(=O)(=O)c3ccc(Cl)cc3)ccc2O[C@@H]1CN(C)S(C)(=O)=O
  A: -2; B: 17; C: -18; D: -1.9
C[C@@H]1CCCCO[C@H](CN(C)C)[C@@H](C)CN([C@H](C)CO)C(=O)c2cc(NC(=O)CCCN(C)C)ccc2O1
  A: -1; B: 5; C: -18; D: 2.1

Source: PubChem BioAssay (Broad Institute)

Outcome played no part in choosing rows; about 7% have a hit in one of these screens.
